GASC-1 inh: human JMJD2C demethylase inhibition. Q9H3R0. AID 2099. GST-JMJD2C(1-420) H3K9me3 demethylation, DELFIA europium. 330,000 compounds, 0.069% hits. inhibition, % at 2.35 µM;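 active means more than half of a compound's replicate wells show inhibition beyond 50%, single wells judged on their own value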;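 further: signal counts dimethyl H3K9 product captured on neutravidin plate; 0% = median of DMSO wells and 100% = 0.3 times that DMSO median; strong numbers were not always called active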
procasp3 activ: activators of human procaspase-3; 330,000 compounds, 0.11% hits; AID 463141; recombinant procaspase-3 D3A, Ac-DEVD-pNA absorbance 405 nm; P42574; activation, % at 8.5 µM;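 active means activation above the mean of all tested compounds plus 3 SD, cut at about 21% in these data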;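 further: 0% = DMSO alone and 100% = DMSO wells spiked with extra 5 µM PC-3 D3A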
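System: Procaspase-3 D3A mutant. Medium: Zinc-free 300 mM NaCl, 50 mM HEPES, 0.01% Triton X-100. Schedule: 1 h preincubation plus 2 h reaction at 25 °C. Measured by: 405 nm absorbance of p-nitroaniline, reads at 0 and 120 min. Read-out: percent activation relative to control range.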
RPL19A-GFP yeast: yeast TOR pathway RPL19A-GFP modulation; S. cerevisiae RPL19A-GFP strain, flow cytometry, 3 h; active compounds read low; percent response vs DMSO, % at 10 µM; 330,000 compounds, 0.3% hits;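 active means percent response vs DMSO below 50%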;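 further: median channel GFP fluorescence of the barcoded RPL19A-GFP strain; ratio of sample median GFP to plate DMSO average so 100% = DMSO; lower means less RPL19A-GFP as with rapamycin TOR inhibition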
procasp7 counter: counter-screen: procaspase-7 (human) activation; P55210; recombinant procaspase-7, Ac-DEVD-pNA absorbance 405 nm; D23A/D198A/D206A triple mutant, cannot self-cleave; scale: DMSO 0, 5 µM enzyme 100; activation, % at 8.5 µM; 330,000 compounds, 0.093% hits; AID 463210;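 active means percent activation above the screen-wide mean plus 3 SD, cut at about 25% in these data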
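Material: Procaspase-7 triple mutant (PC-7 D3A) | Quantity: 2 µM procaspase-7 mutant as dispensed | Reagent: DEVD-pNA substrate | Times: 1 h preincubation, 2 h reaction | Technique: 405 nm absorbance of p-nitroaniline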
LAP4-GFP MLPCN: modulators of TOR pathway LAP4-GFP in S. cerevisiae. GFP response vs DMSO, % at 10 µM. S. cerevisiae LAP4-GFP multiplex, flow cytometry GFP, 3 h; median GFP as percent of DMSO wells. AID 2023. 320,000 compounds, 0.34% hits;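 active means GFP response vs DMSO above a set limit, about the screen mean plus 3 SD, cut at about 150% in these data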
AHR activator: activates the human aryl hydrocarbon receptor; P35869; AHR-responsive luciferase reporter cells, luminescence; activation, % at 5 µM; 320,000 compounds, 2.5% hits; AID 2796; in the data active means activation above about 47%;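 further: 0% = vehicle wells and 100% = reference agonist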
Target sequence (P35869 whole entry, looked up): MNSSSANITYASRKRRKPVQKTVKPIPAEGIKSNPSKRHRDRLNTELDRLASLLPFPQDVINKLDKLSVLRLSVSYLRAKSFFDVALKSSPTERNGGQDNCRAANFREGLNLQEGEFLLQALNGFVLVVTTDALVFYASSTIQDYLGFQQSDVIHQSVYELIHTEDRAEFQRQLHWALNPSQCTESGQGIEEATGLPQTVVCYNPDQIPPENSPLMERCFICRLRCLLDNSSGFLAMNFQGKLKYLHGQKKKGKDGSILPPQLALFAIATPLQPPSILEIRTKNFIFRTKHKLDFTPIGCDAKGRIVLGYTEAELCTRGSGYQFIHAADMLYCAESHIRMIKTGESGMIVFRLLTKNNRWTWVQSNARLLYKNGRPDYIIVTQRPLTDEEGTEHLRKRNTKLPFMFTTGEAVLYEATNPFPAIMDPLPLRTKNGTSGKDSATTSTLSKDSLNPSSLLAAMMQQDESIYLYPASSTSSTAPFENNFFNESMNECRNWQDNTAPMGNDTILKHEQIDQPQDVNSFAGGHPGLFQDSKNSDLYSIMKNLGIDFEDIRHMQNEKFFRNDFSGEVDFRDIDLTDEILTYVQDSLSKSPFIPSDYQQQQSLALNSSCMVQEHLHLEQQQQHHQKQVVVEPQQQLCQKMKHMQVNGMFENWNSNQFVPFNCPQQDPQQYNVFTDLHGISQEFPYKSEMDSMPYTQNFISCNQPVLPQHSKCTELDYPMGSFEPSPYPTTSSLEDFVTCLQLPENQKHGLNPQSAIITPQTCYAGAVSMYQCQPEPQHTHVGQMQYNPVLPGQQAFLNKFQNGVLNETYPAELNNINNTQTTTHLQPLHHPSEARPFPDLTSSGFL
CR mimetic SO: caloric restriction mimetics inhibiting age-related superoxide in yeast; S. cerevisiae aged cells, superoxide DHE fluorescence; active compounds read low; superoxide response (% of plate mean), % at 10 µM; 330,000 compounds, 0.18% hits; AID 2690;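 active means superoxide response under a set limit, about three screen SD below normal, cut at about 65% in these data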;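 further: yeast aged for seven days with compound at 30 °C before DHE staining; 100% = average MFI of all compound-treated wells on the plate with controls excluded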
MEP2 TOR yeast: modulators of TOR pathway MEP2-GFP in S. cerevisiae. S. cerevisiae MEP2-GFP strain, flow cytometry GFP, 3 h; 100% = DMSO control level. GFP response vs DMSO, % at 10 µM. 330,000 compounds, 0.51% hits;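 active means GFP response versus DMSO above a set limit, roughly screen mean plus 3 SD, cut at about 180% in these data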;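 further: median GFP fluorescence of the barcode-gated MEP2-GFP cells per well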
Active calls of the source: *; & = joins results of further samples.

Screening O=c1c(C=NCCN2CCNCC2)c(-c2ccccc2)[nH]n1-c1ccc([N+](=O)[O-])cc1 returned GASC-1 inh -8, procasp3 activ -5, RPL19A-GFP yeast 91, procasp7 counter 15, LAP4-GFP MLPCN 106, AHR activator 4, CR mimetic SO 98 and MEP2 TOR yeast 101.
For O=C(CSc1ccccc1)Nc1ccc2c(c1)OCCO2 the results were GASC-1 inh 26, procasp3 activ 4, RPL19A-GFP yeast 100, procasp7 counter -7, LAP4-GFP MLPCN 106, AHR activator 0, CR mimetic SO 108 and MEP2 TOR yeast 98.
For Cc1ccccc1Nc1nnc(-c2ccc(C(=O)NCCO)cc2)c2ccccc12 the results were GASC-1 inh -2, procasp3 activ -4, RPL19A-GFP yeast 109, procasp7 counter 13, LAP4-GFP MLPCN 94, AHR activator 2, CR mimetic SO 106 and MEP2 TOR yeast 105.
Cn1cnnc1SCC(=O)N(Cc1ccc2c(c1)OCO2)C1(C(=O)NC2CCCCC2)CCCC1 was read as GASC-1 inh 1, procasp3 activ 3, RPL19A-GFP yeast 107, procasp7 counter 3, LAP4-GFP MLPCN 111, AHR activator -1, CR mimetic SO 120 and MEP2 TOR yeast 110.
COc1cc(/C=N/NC(=O)c2cc(-c3ccc4c(c3)OCO4)n[nH]2)ccc1O was read as GASC-1 inh -1, procasp3 activ 3, RPL19A-GFP yeast 99, procasp7 counter -2, LAP4-GFP MLPCN 71, AHR activator 128*, CR mimetic SO 105 and MEP2 TOR yeast 104.
For CC(Sc1nc2ccccc2c(=O)n1CC1CCCO1)C(=O)NC(C)c1ccccc1 (stereo not given) the results were GASC-1 inh 8, procasp3 activ 1, RPL19A-GFP yeast 93, procasp7 counter 1, LAP4-GFP MLPCN 100, AHR activator -6, CR mimetic SO 101 and MEP2 TOR yeast 105.
For Cn1c(NNC(=O)c2cccc3ccccc23)cc(=O)n(C)c1=O the results were GASC-1 inh -1, procasp3 activ -1, RPL19A-GFP yeast 109, procasp7 counter -1, LAP4-GFP MLPCN 119, AHR activator 21, CR mimetic SO 101 and MEP2 TOR yeast 110.
For O=S(=O)(NCCc1ccncc1)c1ccc(F)cc1 the results were GASC-1 inh -22, procasp3 activ -1, RPL19A-GFP yeast 100, procasp7 counter 0, LAP4-GFP MLPCN 97, AHR activator 1, CR mimetic SO 92 and MEP2 TOR yeast 98.
CC(C)(C)c1ccc(CCC2OCC(C[N+]3(C)CCOCC3)O2)cc1 (stereo not given) was read as GASC-1 inh -2, procasp3 activ 4, RPL19A-GFP yeast 97, procasp7 counter -5, LAP4-GFP MLPCN 109, AHR activator -2, CR mimetic SO 104 and MEP2 TOR yeast 98.
`COc1ccc(C2C3=C(CCCC3=O)Nc3nc(C(F)(F)F)nn32)c(OC)c1OC` (stereo not given) gave GASC-1 inh 0, procasp3 activ 2, RPL19A-GFP yeast 94, procasp7 counter -6, LAP4-GFP MLPCN 90, AHR activator -1, CR mimetic SO 117 and MEP2 TOR yeast 96.
O=C(CCC(=O)OCC(F)(F)C(F)F)Nc1ccc(Cl)cc1 was read as GASC-1 inh 2, procasp3 activ -2, RPL19A-GFP yeast 98, procasp7 counter 13, LAP4-GFP MLPCN 112, AHR activator 2, CR mimetic SO 99 and MEP2 TOR yeast 106.
`Cc1ccccc1CN(C)CC(=O)Nc1ccccc1-c1ccccc1` gave GASC-1 inh -3, procasp3 activ -6, RPL19A-GFP yeast 101, procasp7 counter 0, LAP4-GFP MLPCN 93, AHR activator 2, CR mimetic SO 83 and MEP2 TOR yeast 100.
For COc1ccc(-n2c(=S)[nH]c3sc4c(c3c2=O)CCc2ccccc2-4)cc1 the results were GASC-1 inh -2, procasp3 activ -9, RPL19A-GFP yeast 108, procasp7 counter -14, LAP4-GFP MLPCN 107, AHR activator 9, CR mimetic SO 103 and MEP2 TOR yeast 99.
Screening O=c1c2ccccc2nc(CSc2ncnc3nc[nH]c23)n1-c1cccc(C(F)(F)F)c1 returned GASC-1 inh 5, procasp3 activ -6, RPL19A-GFP yeast 95, procasp7 counter 12, LAP4-GFP MLPCN 107, AHR activator 2, CR mimetic SO 122 and MEP2 TOR yeast 107.
For CCN1CCN(c2ncc3c(n2)CC(c2ccc(OC)c(OC)c2)CC3=O)CC1 (stereo not given) the results were GASC-1 inh 5, procasp3 activ -3, RPL19A-GFP yeast 101, procasp7 counter -3, LAP4-GFP MLPCN 99, AHR activator 3, CR mimetic SO 116 and MEP2 TOR yeast 103.
For CCN(CC)CCN1C(=O)C(=O)/C(=C(/O)c2c(C)[nH]c(C(=O)OC)c2C)C1c1cccnc1 (stereo not given) the results were GASC-1 inh -4&11, procasp3 activ -4, RPL19A-GFP yeast 96, procasp7 counter 1, LAP4-GFP MLPCN 89, AHR activator 2, CR mimetic SO 97 and MEP2 TOR yeast 97.
Screening C/C(N)=C(/C#N)C(=O)COC(=O)COc1ccc(Cl)cc1 returned GASC-1 inh 5, procasp3 activ 4, RPL19A-GFP yeast 91, procasp7 counter 8, LAP4-GFP MLPCN 99, AHR activator 0, CR mimetic SO 97 and MEP2 TOR yeast 91.
Screening Cc1ccc(C)c(-c2cc(C(=O)N/N=C/c3cccnc3)c3ccccc3n2)c1 returned GASC-1 inh -2, procasp3 activ 4, RPL19A-GFP yeast 106, procasp7 counter -5, LAP4-GFP MLPCN 96, AHR activator 10, CR mimetic SO 106 and MEP2 TOR yeast 102.
Screening Cc1ccc(S(=O)(=O)NCc2csc(C)n2)c(C)c1 returned GASC-1 inh 7, procasp3 activ 11, RPL19A-GFP yeast 101, procasp7 counter 5, LAP4-GFP MLPCN 106, AHR activator -1, CR mimetic SO 100 and MEP2 TOR yeast 104.
CCCCCCCC1(C)NC(=O)NC1=O (stereo not given) was read as GASC-1 inh 6, procasp3 activ 6, RPL19A-GFP yeast 103, procasp7 counter -5, LAP4-GFP MLPCN 108, AHR activator 1, CR mimetic SO 90 and MEP2 TOR yeast 99.
CCc1nnc(NS(=O)(=O)c2ccc(NC(=O)c3ccccc3C)cc2)s1 was read as GASC-1 inh 2, procasp3 activ 6, RPL19A-GFP yeast 103, procasp7 counter 0, LAP4-GFP MLPCN 120, AHR activator 0, CR mimetic SO 98 and MEP2 TOR yeast 103.
CC(C)NC(=O)c1n[nH]c(=O)c2ccccc12 was read as GASC-1 inh -3, procasp3 activ -5, RPL19A-GFP yeast 96, procasp7 counter -5, LAP4-GFP MLPCN 92, AHR activator 2, CR mimetic SO 89 and MEP2 TOR yeast 94.
`CC(C)Nc1nc(Cl)nc(NNC(=O)C(C)Oc2ccccc2)n1` (stereo not given) gave GASC-1 inh -20, procasp3 activ 5, RPL19A-GFP yeast 101, procasp7 counter 9, LAP4-GFP MLPCN 100, AHR activator 2, CR mimetic SO 97 and MEP2 TOR yeast 101.
CC1(C)Cc2ccccc2C(COc2ccccc2)=N1 was read as GASC-1 inh 12, RPL19A-GFP yeast 99, LAP4-GFP MLPCN 98, CR mimetic SO 94 and MEP2 TOR yeast 108.
COc1ccc(O)c(/C=N/NC(=O)c2cccc(N3CCCC3=O)c2)c1 was read as GASC-1 inh 2, procasp3 activ 4, RPL19A-GFP yeast 102, procasp7 counter 1, LAP4-GFP MLPCN 101, AHR activator 4, CR mimetic SO 91 and MEP2 TOR yeast 106.
For CCCCOP(=O)(c1ccc(N(C)C)cc1)C(O)c1ccc(OC)cc1 (stereo not given) the results were GASC-1 inh -21, procasp3 activ 5, RPL19A-GFP yeast 112, procasp7 counter -10, LAP4-GFP MLPCN 94, AHR activator 2, CR mimetic SO 94 and MEP2 TOR yeast 108.
CC(Oc1ccc(Cl)cc1)C(=O)Nc1ccccc1C(=O)N1CCOCC1 (stereo not given) was read as GASC-1 inh 10, procasp3 activ 0, RPL19A-GFP yeast 110, procasp7 counter 3, LAP4-GFP MLPCN 77, AHR activator 0, CR mimetic SO 110 and MEP2 TOR yeast 101.
For CC1(C)CC(=O)C=C(Nc2cccc(F)c2)C1 the results were GASC-1 inh -1, procasp3 activ 3, RPL19A-GFP yeast 100, procasp7 counter 3, LAP4-GFP MLPCN 96, AHR activator -1, CR mimetic SO 100 and MEP2 TOR yeast 104.
CC(=O)C(Cc1ccccc1)NC(=O)COC(=O)c1cccc(C)c1[N+](=O)[O-] (stereo not given) was read as GASC-1 inh 2, procasp3 activ 2, RPL19A-GFP yeast 109, procasp7 counter 13, LAP4-GFP MLPCN 110, AHR activator 0, CR mimetic SO 88 and MEP2 TOR yeast 102.
For CCOc1ccccc1OCCCC(=O)ON=C(N)c1ccccc1 the results were GASC-1 inh 1, procasp3 activ 5, RPL19A-GFP yeast 95, procasp7 counter 3, LAP4-GFP MLPCN 93, AHR activator 2, CR mimetic SO 96 and MEP2 TOR yeast 99.
For O=C(NCC1CCCO1)c1ccc(CS(=O)(=O)c2ccc(Br)cc2)o1 (stereo not given) the results were GASC-1 inh -5, procasp3 activ 4, RPL19A-GFP yeast 99, procasp7 counter 11, LAP4-GFP MLPCN 104, AHR activator 1, CR mimetic SO 92 and MEP2 TOR yeast 103.
Screening Cc1nn(C(=O)Cn2cc([N+](=O)[O-])cn2)c(C)c1Cl returned GASC-1 inh -9, procasp3 activ -2, RPL19A-GFP yeast 102, procasp7 counter -2, LAP4-GFP MLPCN 105, AHR activator -3, CR mimetic SO 104 and MEP2 TOR yeast 105.
For Cc1ccc(/C(N)=N/OC(=O)CCCc2ccccc2)cc1 the results were GASC-1 inh -2, procasp3 activ -2, RPL19A-GFP yeast 100, procasp7 counter -15, LAP4-GFP MLPCN 117, AHR activator 3, CR mimetic SO 117 and MEP2 TOR yeast 100.
`CC(=O)c1cccc(NC(=O)Cn2cnc(S(=O)(=O)N3CCCC3)c2)c1` gave GASC-1 inh 1, procasp3 activ -3, RPL19A-GFP yeast 103, procasp7 counter -2, LAP4-GFP MLPCN 102, AHR activator 2, CR mimetic SO 99 and MEP2 TOR yeast 112.
CCOC(=O)C1=C(C)Nc2ccccc2N=C1NC(=O)/C=C/c1ccc(OC)cc1OC was read as GASC-1 inh -10, procasp3 activ 0, RPL19A-GFP yeast 98, procasp7 counter 6, LAP4-GFP MLPCN 102, AHR activator 41, CR mimetic SO 85 and MEP2 TOR yeast 102.
Screening Cc1ccc(N(Cc2cc3ccccc3[nH]c2=O)S(C)(=O)=O)cc1 returned GASC-1 inh 2, procasp3 activ 1, RPL19A-GFP yeast 100, procasp7 counter -1, LAP4-GFP MLPCN 102, AHR activator 3, CR mimetic SO 96 and MEP2 TOR yeast 100.
Screening O=C(O)CCCCCNc1nc(-c2ccccc2)nc2ccccc12 returned GASC-1 inh -26, procasp3 activ 8, RPL19A-GFP yeast 97, procasp7 counter 0, LAP4-GFP MLPCN 88, AHR activator 6, CR mimetic SO 101 and MEP2 TOR yeast 90.
`CCOC(=O)c1nc(C)sc1-c1ccnn1S(=O)(=O)c1cccc(Cl)c1` gave GASC-1 inh 16, procasp3 activ 3, RPL19A-GFP yeast 101, procasp7 counter 6, AHR activator 7, CR mimetic SO 117 and MEP2 TOR yeast 92.

High-throughput results deposited in PubChem by several laboratories.
